Growth percent in the NCI-60 one-dose screen (48 h, 10 µM unless noted): 100 = growth as untreated, 0 = no growth, -100 = all killed.
HS 578T – HS 578T breast cancer; actives 4.1% (n = 78,000)
SK-MEL-2 – SK-MEL-2 melanoma | actives 4.7% (n = 77,000)
SK-MEL-28 – SK-MEL-28 melanoma. actives 4.1% (n = 81,000)
SK-MEL-5 – SK-MEL-5 melanoma; AID 1794755; actives 6.4% (n = 80,000)
MALME-3M – MALME-3M melanoma. AID 1794766. actives 5.8% (n = 78,000)
UACC-257 – UACC-257 melanoma | actives 4.4% (n = 78,000)
LOX IMVI – LOX IMVI melanoma; actives 7.4% (n = 79,000); AID 1794757
UACC-62 – UACC-62 melanoma | AID 1794756 | actives 5.4% (n = 81,000)
An asterisk follows results filed as active; nt = no result given; & = joins results of further samples. Rule for the calls: active = growth percent below 10; inactive = the rest.

#	SMILES	HS 578T	SK-MEL-2	SK-MEL-28	SK-MEL-5	MALME-3M	UACC-257	LOX IMVI	UACC-62
1	CCOC(=O)c1nn(C2CCCCO2)c2ccc(NC(=O)c3ccccc3)cc12 (configuration not stated)	90	106	101	101	91	99	98	95
2	Cc1ccc2oc(=O)cc(C3OC4=C(C(=O)CCC4)C3c3cc(=O)oc4ccc(C)cc34)c2c1 (configuration not stated)	114	93	100	104	104	95	95	91
3	CC(C)(CCC(=O)N1CCSCC1)c1ccccc1	94	nt	104	95	129	109	101	95
4	C#CCNC(=O)CCC(=O)OC[C@]12CC[C@@H](C)[C@H](C)[C@H]1C1=CC[C@@H]3[C@@]4(C)CCCNC(C)(C)[C@@H]4CC[C@@]3(C)[C@]1(C)CC2	99	97	79	50	78	74	90	45
5	CCCCSc1ccccc1	100	106	112	99	99	107	101	102
6	O=C(NNC(=O)c1ccc(Cl)cc1Cl)c1ccccc1	97&98	113&121	104&107	109&92	85&117	106&92	95&94	106&97
7	CCN(CC)C(=O)C(C(C)C)N1C(=O)/C(=C/c2ccc(Br)cc2)SC1=S (configuration not stated)	98	105	101	100	104	101	98	86
8	COc1cc(-c2nc(-c3nc4ccccc4[nH]3)cc3c2[nH]c2ccccc23)cc(OC)c1OC	56	24	44	29	33	42	39	28
9	O=c1[nH]c2ccccc2c(O)c1/C=N/C(=S)NC1CCCCC1	101	109	106	113	96	113	91	102
10	O=C(O)CSCc1nnc2n(Cc3ccccc3)c(=O)c3c4c(sc3n12)CCCC4	99	79	131	103	112	104	88	75
11	O=C(N/N=C/c1ccco1)C(=O)Nc1ccc(Cl)c([N+](=O)[O-])c1	115	128	106	98	104	96	102	101
12	CCCCN1C(=O)c2cccc3c(OC)cc(/C=C/C(=O)OCC)c(c23)C1=O	98	111	107	97	111	97	96	95
13	CC1=C(C(=O)Nc2cc(C)ccc2C)C(c2cccc([N+](=O)[O-])c2)C(C(=O)Nc2cc(C)ccc2C)=C(C)N1	63	88	73	60	75	76	69	57
14	O=C(Nc1nc2ccccc2s1)Nc1ccc([N+](=O)[O-])cc1Cl	71	111	68	98	96	-11*	13	67
15	COc1ccc(C(C)=O)cc1N1C(=O)C2C(C1=O)C1(c3ccccc3)C(=O)C2(c2ccccc2)C(c2ccc(C)cc2)=C1c1ccc(C)cc1 (configuration not stated)	81	-1.0*	38	-29*	17	16	7.4*	-71*
16	O=C1CCC(On2nnc3ccccc32)N1 (configuration not stated)	111	102	98	101	102	107	95	95
17	Cn1ncc2c(=S)[nH]c(=S)[nH]c21	96	92	104	95	90	91	98	90
18	c1ccc(CNc2ccc3c(OCc4ccccc4)nc(N4CCOCC4)nc3c2)cc1	108	99	105	107	103	91	92	105
19	COc1cc(F)ccc1/C=C/C(=O)/C=C(O)/C=C/c1ccc(F)cc1OC	119	100	103	109	93	88	111	99
20	COc1cc(-c2cc(-c3ccc(Nc4nc(Nc5ccc(Cl)cc5)nc(Nc5ccc(Cl)cc5)n4)cc3)no2)cc(OC)c1OC	63	55	88	61	89	100	73	82
21	C=C1CCCCC1O (configuration not stated)	103	114	96	106	103	102	104	100
22	COc1ccc(-c2oc3cc(O)c(OC)c(O)c3c(=O)c2OC)cc1O	-27*	46	61	8.2*	39	53	16	36
23	O=C(NNC(=O)c1ccc(-n2cc(-c3ccccc3)nn2)cc1)Nc1cccc(Cl)c1	90	112	105	101	98	102	102	94
24	Cc1ccc(-c2nc(Nc3ccccc3C(=O)O)c3ccccc3n2)cc1	-9.5*	5.7*	29	-25*	20	29	8.6*	11
25	O=C(CC(c1ccccc1)c1ccc(Br)cc1)c1ccccc1 (configuration not stated)	97	101	102	92	101	100	96	84
26	CC1=C(c2cc(-c3ccc(N(C)C)cc3)nc(=S)[nH]2)C(c2ccccc2)NC(=S)N1 (configuration not stated)	102	106	114	nt	97	109	97	97
27	N#Cc1c(N)nc2c(C#N)c(NC(=O)c3ccccc3)nn2c1-c1ccccc1	95	101	103	78	102	105	86	91
28	O=C1C(Nc2ccc(S(=O)(=O)Nc3ccccn3)cc2)=C(Cl)C(=O)c2ncccc21	108	112	118	101	87	117	82	102
29	CCc1cccc2c3c(sc12)C(c1ccc(Cl)cc1)C(C#N)=C(N)O3 (configuration not stated)	4.9*	40	63	29	55	80	27	22
30	Cc1cccc(CN2CCN(C(c3ccccc3)c3ccc(Cl)cc3)CC2)c1 (configuration not stated)	114	108	106	84	77	98	80	88
31	Clc1ccc(N/N=C(/c2ccccc2)c2ccccn2)nc1	81	64	52	25	51	13	21	33
32	COc1cc(-c2cccc([N+](=O)[O-])c2)c(-c2nc(-c3ccccc3)c(-c3ccccc3)n2C2CC2)cc1OC	83	58	87	52	74	57	60	54
33	O=[N+]([O-])c1ccc(N/N=C/c2cccc3ccccc23)cc1	99	102	105	96	95	125	101	97
34	CSc1nc(C)c(Br)c(Sc2nc(N)nc3nc[nH]c23)n1	106	80	105	90	76	115	49	56
35	CCOC(=O)C1(NC(=O)CN2C(=O)c3ccccc3C2=O)CCCC1	129	104	107	106	nt	109	94	95
36	COCC(C)(COP(=O)(N1CCOCC1)N1CCOCC1)CC(C)COP(=O)(N1CCOCC1)N1CCOCC1 (configuration not stated)	100	110	108	110	93	88	nt	105
37	Cc1cn(-c2cc(C(=O)Nc3cccc(-c4cn(-c5ccc(S(N)(=O)=O)cc5)nn4)c3)cc(C(F)(F)F)c2)cn1	107	107	88	nt	92	110	78	83
38	CCCCCCCCSCCCC(=O)O	101	104	110	84	95	103	92	89
39	Cc1ccc(NC(=S)NNC(=S)Nc2ccc(C)cc2)cc1	78&110	66&109	71&105	56&102	103	76&117	75&115	48&99
40	C=CCNC(=O)CC(C)(C)C	99	106	105	103	108	108	104	99
41	COc1ccc2nc3cc(Cl)ccc3c(Nc3cccnc3)c2c1	103	109	118	94	110	105	98	108
42	CS(=O)(=O)N1CCN(c2nc(NCCN3CCOCC3)ncc2Br)CC1	93	103	96	105	96	98	99	104
43	C=C(C)[C@@H]1CC[C@]2(COC(=O)c3cccnc3)CC[C@]3(C)[C@H](CC[C@@H]4[C@@]5(C)CCCNC(C)(C)[C@@H]5CC[C@]43C)[C@@H]12	96	90	98	82	111	101	98	79
44	CC(=O)Nc1cccc2c1Cc1cc([N+](=O)[O-])ccc1-2	93	100	106	97	93	93	97	104
45	Cn1cnc2c(cnn2C)c1=N	nt	102	112	111	190	94	103	94
46	CCOC(=O)NCCCNC(=O)OCC	121	121	103	102	108	nt	98	109
47	CC(=O)c1nnn(C(C)C(N)=O)c1C (configuration not stated)	92	109	119	101	111	87	104	99
48	COc1ccc(Cl)cc1/C=C/C=Nc1ccccc1O	94	108	98	63	98	93	36	79
49	O=C(Nc1cccc(C2=NCCN2)c1)Nc1cccc(C2=NCCN2)c1	108&117	99&107	100&97	91&95	96	114&118	107&101	59&109
50	CC1=C(C(=O)c2cnccn2)C(c2ccc(Cl)cc2)NC(=O)N1 (configuration not stated)	104	127	103	100	95	102	94	98

Further records follow:
#	SMILES	HS 578T	SK-MEL-2	SK-MEL-28	SK-MEL-5	MALME-3M	UACC-257	LOX IMVI	UACC-62
51	C=C(c1ccc(C(=O)NCCCn2ccnc2)cc1)c1cc2c(cc1C)C(C)(C)CCC2(C)C	60	56	7.0*	0.6*	-1.5*	99	-26*	67
52	COc1cc(CNC(=O)Cc2ccccc2)ccc1OCc1cn(-c2ccc(C#N)cc2)nn1	92	106	101	98	97	98	97	90
53	CC(C)(C)OC(=O)Nc1ccc2c(c1)C(NC(=O)Nc1cccc(C#N)c1)CC(C)(C)O2 (configuration not stated)	86	36	75	-5.6*	39	27	27	35
54	CCCN1C(=O)CCC1=O	90	107	112	109	102	105	98	101
55	N/C(=N\c1nc2ccccc2o1)NC(=O)Nc1cccc(Cl)c1	102	103	101	103	102	99	104	90
56	CC1=C(C)C(=O)C(Nc2ccccc2)=C(Br)C1=O	108	97	107	99	94	94	97	92
57	CC(=O)N(O)[C@@H](C)/C=C/c1cccc(Oc2ccc(F)cc2)c1	89	106	93	90	89	95	70	87
58	Cc1ccc(S(=O)(=O)N/N=C2\COC(C)C2)cc1 (configuration not stated)	121	nt	108	100	91	98	100	102
59	CCN(CC)CCCCC(C)Nc1ccnc2cc(Cl)ccc12 (configuration not stated)	nt	122	109	109	132	107	90	117
60	COc1cc(Cn2c(SCCC(=O)Nc3ccc(F)cc3)nc3ccccc3c2=O)cc(OC)c1OC	86	81	100	85	92	93	91	76
61	O=C(O)N/N=C/c1ccc(Cl)cc1	100	101	103	95	85	100	99	96
62	CCC(C(=O)O)N1C(=O)CSC1=S (configuration not stated)	97	111	107	102	103	93	96	100
63	Cc1ccc(-c2nc3nc(-c4ccccc4)nc(N4CCN(S(=O)(=O)c5ccc(C)cc5)CC4)c3o2)cc1	103	109	110	100	109	105	100	104
64	CCOC(=O)c1c(C)nc2c(c1N)/C(=C/c1ccc[nH]1)C(=O)N2Cc1ccc(OC)c(F)c1	82	94	94	92	108	117	95	77
65	O=C(NNc1ccc(F)cc1)c1ccc(Cc2n[nH]c(=O)c3cccnc23)cc1	96	106	103	102	104	99	95	94
66	O=C(Nc1cc2c(cc1Cl)-c1ccc([N+](=O)[O-])cc1/C2=N\O)C(F)(F)F	107	100	102	73	85	95	78	78
67	COc1ccc(-c2nc(N/N=C/c3cccc(O)c3)nc(N3CCOCC3)c2C#N)cc1	69	86	34	80	66	58	80	90
68	COc1ccc(-c2ccc(SCC(=O)Nc3cccc(S(N)(=O)=O)c3)nn2)cc1	96	89	94	78	88	83	102	74
69	Cc1ccccc1-n1c(C)nc2cc(N3C(=O)CSC3c3ccccc3)ccc2c1=O (configuration not stated)	94	93	109	87	122	104	86	87
70	CCCCCCCCCCCCCCCCCC1=Nc2ccccc2NC(=O)C1	93	93	106	104	85	100	92	104
71	COc1ccc(C(=O)CSc2nc3c([nH]2)c(=O)n(C)c(=O)n3C)c(F)c1	193	91	131	145	106	106	97	103
72	CCOc1ccc(-c2nc3ccc(-c4nc5ccc(N6CCN(C)CC6)cc5[nH]4)cc3[nH]2)cc1OCC	11	-18*	-27*	8.4*	-35*	6.9*	-74*	-14*
73	N#C/C(=C\c1cccnc1Cl)C(N)=O	93	103	109	101	104	96	109	98
74	Cc1ccc(C(C)C)c(O)c1N=Cc1cc(Br)ccc1O	108	105	110	101	100	101	90	98
75	COc1ccc(N=Cc2ccccc2O)cc1	111	105	113	102	104	94	75	nt

2 of these compounds in a different format.
72: CCOc1ccc(-c2nc3ccc(-c4nc5ccc(N6CCN(C)CC6)cc5[nH]4)cc3[nH]2)cc1OCC
67: COc1ccc(-c2nc(N/N=C/c3cccc(O)c3)nc(N3CCOCC3)c2C#N)cc1
Screen / compound no.,72,67
HS 578T,11,69
SK-MEL-2,-18*,86
SK-MEL-28,-27*,34
SK-MEL-5,8.4*,80
MALME-3M,-35*,66
UACC-257,6.9*,58
LOX IMVI,-74*,80
UACC-62,-14*,90

The results go on.
#	SMILES	HS 578T	SK-MEL-2	SK-MEL-28	SK-MEL-5	MALME-3M	UACC-257	LOX IMVI	UACC-62
76	CC(Sc1nc2sc3c(c2c(=O)n1-c1ccc(Cl)cc1)CCCC3)C(=O)Nc1nc(-c2cccc([N+](=O)[O-])c2)cs1 (configuration not stated)	99	93	95	93	93	100	92	92
77	N#Cc1n[nH]n2c1nc(=O)c1sc3ncccc3c12	115	98	105	110	nt	106	99	96
78	C=C(C)[C@@H]1CC[C@]2(C)[C@H](CC=C3[C@@H]4[C@@H](C)[C@H](C)CC[C@]4(C=NCCCNCCCCNCCCN)CC[C@]32C)[C@@]1(C)CCCN	94	116	105	102	98	103	nt	104
79	COc1ccc2cc(C(=O)c3cc4ccc(OC)cc4oc3=O)c(=O)oc2c1	99	102	115	97	113	103	nt	91
80	CC(=O)N1N=C(c2ccc(F)cc2)CC1c1c(C)nn(-c2ccccc2)c1N(C)Cc1ccccc1 (configuration not stated)	nt	nt	97	76	80	55	87	48
81	CC(=O)Nc1ccc2ncc(C(N)=O)c(Nc3ccc(C)cc3)c2c1	102	111	96	98	111	98	96	98
82	CC(=O)Nc1ccc(Cl)cc1C(=O)O	90	97	111	103	103	93	99	nt
83	O=C1c2ccccc2C(=O)N1c1nc(-c2ccccc2)cs1	95	106	100	94	93	105	96	91
84	Cc1ncc([N+](=O)[O-])n1CCO	100&102&143	136&95&105	111&94&132	105&87&97	102&110&109	93&101&120	93&105&111	110&96&97
85	CC1(C)OC(=O)CC(=O)O1	nt	114	109	113	111	107	96	100
86	Cc1ccc(-n2cc(-c3ccccc3)c3c2N=NN2CCN=C32)cc1	100	103	109	99	104	113	98	82
87	Cc1cc2c(O)c(-c3ccc(C(C)C)cc3)c3sc(=O)oc3c2cc1C	93	102	104	95	99	93	89	76
88	O=c1c2sc3ccccc3c2nnn1-c1ccccc1	103	92	123	111	102	108	93	92
89	Clc1ccc(C2=CCCCC2)cc1	98	102	121	95	114	99	96	107

Among those listed so far, 6 contain bromine.
#	SMILES	HS 578T	SK-MEL-2	SK-MEL-28	SK-MEL-5	MALME-3M	UACC-257	LOX IMVI	UACC-62
7	CCN(CC)C(=O)C(C(C)C)N1C(=O)/C(=C/c2ccc(Br)cc2)SC1=S (configuration not stated)	98	105	101	100	104	101	98	86
25	O=C(CC(c1ccccc1)c1ccc(Br)cc1)c1ccccc1 (configuration not stated)	97	101	102	92	101	100	96	84
34	CSc1nc(C)c(Br)c(Sc2nc(N)nc3nc[nH]c23)n1	106	80	105	90	76	115	49	56
42	CS(=O)(=O)N1CCN(c2nc(NCCN3CCOCC3)ncc2Br)CC1	93	103	96	105	96	98	99	104
56	CC1=C(C)C(=O)C(Nc2ccccc2)=C(Br)C1=O	108	97	107	99	94	94	97	92
74	Cc1ccc(C(C)C)c(O)c1N=Cc1cc(Br)ccc1O	108	105	110	101	100	101	90	98

Assay outcomes (PubChem)
